Bioassay records: PubChem, National Center for Advancing Translational Sciences (NCATS)
HTT ATP protect: Huntington cell model cytoprotection by ATP luminescence | PC12 HTT-Q103 induced, cytoprotection, ATP luminescence, 40 h | Potency, µM (top dose mostly 56.4 µM), inactives show cytoprotection (ATP increase), most hits filed as activators | actives 0.14% (n = 230,000) | AID 1471;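 note: % of control where 0% means no effect; nearly all actives have a fitted effect of over 45% in size; toxic huntingtin expression switched on by the ecdysone agonist tebufenozide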
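Cells were plated at 1500 per well in phenol red-free DMEM with 5% equine and 5% calf serum. Tebufenozide (100 nM final) and compounds were added, then ATPlite reagent, and luminescence was read.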
L3MBTL1 inh: inhibitors of human L3MBTL1 | AlphaScreen L3MBTL1–H3K9me1 peptide binding | Potency, µM (doses to about 57.1 µM), for the others: at the highest dose activity, negative = inhibition, most hits filed as inhibitors | actives 0.66% (n = 230,000); note: % is set by controls: 0 for no effect and ±100 for the full control effect; nearly all actives have a fitted effect of over 60% in size
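L3MBTL1 50 nM + b-AHA-H3(1-15)K9me1 75 nM, 30 min RT; compound added, 30 min RT; streptavidin donor/Ni-chelate acceptor beads 10 ug/mL each final, 30 min RT dark; AlphaScreen read.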
Tau ThT inhib: inhibitors of human tau fibril formation, thioflavin T binding; actives 2.1% (n = 270,000); Potency, µM (top dose mostly 57.4 µM), without a hit: at the highest dose activity, negative = inhibition, hits mostly inhibitors; AID 1460; recombinant tau K18 P301L, heparin-induced fibrillization, ThT fluorescence; P10636; note: % is set by controls: 0 for no effect and ±100 for the full control effect; nearly all actives have a fitted effect of over 55% in size
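Heparin-induced fibrillization of the P301L-mutant K18 repeat-domain fragment of human tau was followed by ThT binding in quantitative high-throughput format.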
Tau FP inhib: inhibitors of human tau fibril formation. actives 0.39% (n = 280,000). K18 P301L tau heparin fibrillization, Alexa594 FP, 6 h. P10636. Potency, µM (top dose mostly 57.7 µM), for the others: at the top dose activity, negative = inhibition, hits mostly inhibitors; note: % is set by controls: 0 for no effect and ±100 for the full control effect; nearly all actives have a fitted effect of over 55% in size
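Heparin (20 uM) drove fibril formation of recombinant tau K18 P301L, 15 uM unlabeled with 0.24 uM Alexa 594 label, for 6 hr at 37 C in 100 mM sodium acetate pH 7. Fluorescence polarization (555/632 nm) read 1 hr after 30 uM ThT.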
RECQ1 inh: RECQ1 (human) helicase inhibition; P46063; RECQ1 DNA unwinding, red fluorescence kinetic read; Potency, µM (series often up to 57.3 µM), without a hit: at the top dose activity, negative = inhibition, hits mostly inhibitors; actives 0.54% (n = 240,000);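 note: plate controls were vehicle for no effect and no enzyme for full effect; nearly all actives have a fitted effect of over 30% in size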
Target sequence (P46063 whole entry, looked up): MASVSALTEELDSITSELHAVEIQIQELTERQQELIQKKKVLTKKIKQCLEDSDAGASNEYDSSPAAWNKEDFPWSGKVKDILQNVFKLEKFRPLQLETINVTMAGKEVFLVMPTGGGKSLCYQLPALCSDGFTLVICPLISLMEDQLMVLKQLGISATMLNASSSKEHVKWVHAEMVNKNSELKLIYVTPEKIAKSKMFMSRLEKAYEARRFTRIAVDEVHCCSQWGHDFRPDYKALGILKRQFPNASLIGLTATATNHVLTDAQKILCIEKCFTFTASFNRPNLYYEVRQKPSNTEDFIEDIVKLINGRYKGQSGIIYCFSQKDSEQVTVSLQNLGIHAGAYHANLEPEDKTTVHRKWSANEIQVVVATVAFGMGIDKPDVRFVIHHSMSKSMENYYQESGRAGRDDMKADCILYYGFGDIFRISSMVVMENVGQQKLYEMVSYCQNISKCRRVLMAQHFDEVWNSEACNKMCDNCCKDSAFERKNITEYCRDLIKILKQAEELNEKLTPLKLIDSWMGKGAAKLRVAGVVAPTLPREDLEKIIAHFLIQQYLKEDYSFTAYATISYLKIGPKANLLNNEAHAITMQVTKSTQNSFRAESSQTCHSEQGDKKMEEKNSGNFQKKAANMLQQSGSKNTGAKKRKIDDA
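RECQ1T1 50 nM; forked duplex (20 bp + 30-nt ss tails) 200 nM, ATP 2 mM final; pH 8.0, 2 mM MgCl2, 2.5 ug/ml poly(dI-dC); 15 min compound preincubation; discontinuous kinetic read over 2 h at RT.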
Tau fluor cs: counter-screen for tau fibril formation inhibitors. tau K18 P301L (four-repeat tau fragment) Alexa594 fluorescence, heparin fibrillization. Potency, µM (doses to about 57.7 µM), inactives show at the highest dose activity change, negative = decrease. actives 0.93% (n = 280,000). AID 1463; note: % is set by controls: 0 for no effect and ±100 for the full control effect; nearly all actives have a fitted effect of over 55% in size
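Human K18 P301L tau (15 uM unlabeled plus 0.24 uM Alexa 594-labeled, final) in 100 mM sodium acetate pH 7 was mixed with compound and 20 uM heparin and incubated 6 hr at 37 C.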
TexasRed fluor: alters Texas Red total fluorescence, flagging assay interference; AID 1479; TRb/SRC2 Texas Red total fluorescence interference; actives 0.29% (n = 280,000); Potency, µM (highest dose often 106 µM), without a hit: top-dose fluorescence change, negative = quenching; active = well fitted curve in either direction with a large enough effect; inconclusive = small, poorly fitted or top-dose-only effect; note: % is set by controls: 0 for no effect and ±100 for the full control effect
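Human TRβ ligand-binding domain (0.6 uM) and Texas Red SRC2 peptide (20 nM) in Tris buffer with 1 uM T3 and 5% DMSO were incubated with pinned compound for 5 hr at ambient temperature. Total fluorescence was computed as S + 2P (555/632 nm).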
TRb SRC2 PPI: inhibitors of human thyroid hormone receptor beta-SRC2 interaction | TRbeta-SRC2 peptide binding, fluorescence polarization; receptor liganded with 1 µM T3 | Potency, µM (doses to about 106 µM), inactives show top-dose activity change, negative = inhibition, usual class: inhibitors | actives 0.065% (n = 280,000) | AID 1469;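 note: plate controls were bound peptide for no effect and peptide without receptor for full effect; nearly all actives have a fitted effect of over 50% in size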
Target sequence (P10828 whole entry, looked up): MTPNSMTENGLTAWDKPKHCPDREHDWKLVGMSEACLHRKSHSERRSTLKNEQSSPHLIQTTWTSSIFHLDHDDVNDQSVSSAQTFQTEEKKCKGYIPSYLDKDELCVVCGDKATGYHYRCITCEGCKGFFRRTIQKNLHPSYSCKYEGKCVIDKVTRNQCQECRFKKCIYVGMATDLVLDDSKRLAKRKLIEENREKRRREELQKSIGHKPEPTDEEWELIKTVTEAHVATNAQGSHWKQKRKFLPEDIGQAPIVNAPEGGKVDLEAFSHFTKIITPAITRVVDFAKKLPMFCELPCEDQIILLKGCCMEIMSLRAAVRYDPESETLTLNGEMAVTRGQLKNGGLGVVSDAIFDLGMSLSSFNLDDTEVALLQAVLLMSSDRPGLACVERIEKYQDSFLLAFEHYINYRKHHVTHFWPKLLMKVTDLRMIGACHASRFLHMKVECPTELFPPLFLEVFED
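Each compound concentration gave % activity, normalized to unbound and bound Texas Red SRC2 controls, from polarization read after 5 hr ambient incubation with T3-loaded human TRb LBD.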
Starred values were filed as active, the others as inactive; i = inactive; ? = inconclusive; · = no result given; & = joins results of further samples; [ ] = dose if it differs, or a comment. Unless noted, calls come from the whole dose curve; as a rule, active = well fitted curve in the direction sought with a large enough effect; inconclusive = small, poorly fitted or top-dose-only effect, or another doubt; inactive = no such curve, though single readings can be large; an effect the other way counts as inactive or inconclusive. Potency is the fitted concentration of half-maximal effect. Only part of the results is shown; the hit share may differ from the screen's.

item | compound | HTT ATP protect | L3MBTL1 inh | Tau ThT inhib | Tau FP inhib | RECQ1 inh | Tau fluor cs | TexasRed fluor | TRb SRC2 PPI
1 | COc1ccc([N+](=O)[O-])cc1N(CC(O)CN(C)C)S(=O)(=O)c1ccc(C)cc1 (configuration not stated) | 8%[10 µM] | -5% | -11% | 6% | -2% | -11% | -2% | -9%
2 | CCOC(=O)c1c(C)nc2c(c1-c1cc(OC)ccc1OC)C(=O)c1ccccc1-2 | 19%[10 µM] | -12% | -7% | -3% | -1% | -14% | -3% | -5%
3 | O=C(Nc1cc(Cl)cc(Cl)c1)c1ccc(Cn2c(=O)[nH]c3ccsc3c2=O)cc1 | · | -9% | -8% | ? | -5% | -18% | -1% | 0%
4 | CCOc1ccccc1CN1C(=O)c2ccccc2C1C(=O)NC(C)CC (configuration not stated) | 9% | · | -3% | 2% | i | -1% | 0% | 5%
5 | C/C(=N/n1cnnc1)c1cccnc1 | -10% | · | 4% | -6% | 2% | -1% | -5% | -3%
6 | Cc1ccc(-n2ccn(CC(=O)c3ccc(F)cc3)c(=O)c2=O)cc1C | · | · | -12% | 5% | · | 1% | ? | -7%
7 | Cc1nc2c3cccnc3nn2c(C)c1CCC(=O)NCc1ccccc1Cl | · | · | -4% | 2% | · | -4% | 2% | -6%
8 | COC(=O)C1CCN(C(c2cc(OC)c(OC)c(OC)c2)c2sc3nc(C)nn3c2O)CC1 (configuration not stated) | -8% | 10% | -4% | -2% | -4% | 0% | 0% | -4%
9 | O=C(O)[C@@H]1CCCN1C(=O)c1ccco1 | 6%[10 µM] | 10% | 11% | -4% | 10% | 10% | 0% | -5%
10 | COc1ccccc1N1CCN(C(CNS(=O)(=O)c2cccs2)c2cccnc2)CC1 (configuration not stated) | 4% | -4% | ? | 0% | 0% | -5% | -8% | -6%
11 | Cc1cc(C)c(NC(=O)C(C)n2nnc3sc(-c4ccccc4)cc3c2=O)c(C)c1 (configuration not stated) | · | · | ? | -15% | · | -8% | -1% | -5%
12 | Cc1cc(C)c(C#N)c(SCc2ccccc2C(=O)O)n1 | 0% | 10% | -12% | -2% | -1% | -2% | 4% | -2%
13 | COCCn1c(SCC(=O)Nc2ccc(C)cc2)nc2c(oc3ccccc32)c1=O | 16%[10 µM] | -13% | 2% | -6% | 1% | -1% | -4% | -6%
14 | Cc1cc(C)n(-c2nc(C)nc3sc4c(c23)CCC(C)C4)n1 (configuration not stated) | -12% | 2% | -2% | 5% | -3% | 2% | -2% | -9%
15 | CCCn1c(NCc2ccccc2C)nc2ccccc21 | · | · | -3% | 4% | · | -6% | 0% | -1%
16 | CN(C)c1ccc(-c2nc3ccccc3n2C)cc1 | -104%[inhibitor] | -7% | ? | -4% | i | -21% | -1% | -7%
17 | COc1ccccc1NS(=O)(=O)c1cc(NC(=O)CC(C)(C)C)ccc1N1CCOCC1 | -53%[inhibitor] | ? | ? | 6% | i | -23% | -5% | -4%
18 | CCCc1cc(=O)[nH]c(/N=C(\N)Nc2ccccc2)n1 | 4% | · | -4% | 2% | -9% | 1% | 0% | -2%
19 | CC(C)(C)SCCNC(=O)/C=C/c1ccccc1 | 3%[10 µM] | -2% | -6% | 4% | -6% | -10% | -4% | -7%
20 | Cc1cc(C)nc(NC(=O)Nc2ccc3c(c2)OCO3)c1 | -98%[inhibitor] | · | -15% | -1% | -1% | -11% | -12% | -14%
21 | CC1(C)Oc2ccc3ccc(=O)oc3c2CC1O (configuration not stated) | · | 6% | ? | ? | -3% | ? | -1% | -5%
22 | Cc1ccc(-n2c(=O)c3ccc(C(=O)NCc4ccccc4Cl)cc3n(CC(N)=O)c2=O)cc1 | · | · | -4% | -12% | · | -13% | 1% | -8%
23 | Cc1ccnc(SCc2cc(=O)c(OC(=O)c3cc([N+](=O)[O-])ccc3Cl)co2)n1 | -11%[10 µM] | -7% | ? | -4% | -5% | -9% | -1% | -2%
24 | C=CCn1c(CCCNC(=O)C(C)(C)C)nc2ccccc21 | -9%[10 µM] | -2% | -2% | -3% | 14% | 6% | 2% | 1%
25 | CCOC(=O)c1c(-c2ccccc2)csc1NC(=O)c1cc(-c2ccc(Cl)cc2)on1 | · | · | -8% | -3% | · | -4% | 3% | -4%
26 | Clc1ccccc1CN1CCN(/N=C/c2ccncc2)CC1 | 15%[10 µM] | ? | 1% | 1% | -1% | -5% | -1% | 3%
27 | Cc1ccc(N2C(=O)C3NN=C(C(=O)OCc4ccccc4)C3C2=O)cc1 (configuration not stated) | ? | 3% | 8% | -1% | i | 1% | -6% | 1%
28 | CSc1ccccc1NC(=O)c1ccccc1N(C)S(C)(=O)=O | -5% | 43%[activator] | 4% | 3% | 14% | 0% | -9% | -6%
29 | Cc1ccc(C(=O)Nc2ccccc2C(=O)NC(C(=O)O)C(C)C)cc1 (configuration not stated) | -26%[10 µM] | 32%[activator] | -9% | 7% | -1% | -8% | 0% | 9%
30 | CCc1ccc(NC(=O)CCNS(=O)(=O)c2ccc3c(c2)CCCC(=O)N3)cc1 | · | · | -8% | -2% | · | -14% | 0% | -6%
31 | O=P(Cc1cc[n+]([O-])cc1)(c1ccccc1)c1ccccc1 | -8% | -5% | 4% | 8% | -3% | 5% | -3% | 1%
32 | COC(=O)c1ccc(COc2ccccc2/C=C(\C#N)C(=O)Nc2ccc(C)cc2)cc1 | -5%[10 µM] | 0% | -14% | -1% | 0% | -6% | 0% | 12%
33 | O=C(NCc1ccccn1)c1c(O)c2cccc3c2n(c1=O)CC3 | -7%[10 µM] | -6% | 7% | -3% | -15% | 0% | -3% | 4%
34 | COc1ccc2nc(NC3=NC(c4ccccc4)CC(=O)N3)nc(C)c2c1 (configuration not stated) | -22%[10 µM] | 2% | -17% | -6% | 6% | -8% | 0% | -5%
35 | CCOC(=O)Cc1csc(NS(=O)(=O)c2ccc(SC)cc2)n1 | -6% | 1% | -5% | 1% | i | -6% | -2% | 5%
36 | CCC(C)(C(=O)NC1CCCCC1)N(C(=O)C1CCC(=O)N1)c1ccccc1 (configuration not stated) | -1% | · | -9% | 0% | -2% | -15% | -1% | 3%
37 | CCOC(=O)CCCNC(=O)COC(=O)[C@@H]1CCCN1S(=O)(=O)c1ccc(Cl)cc1 | -14%[10 µM] | -11% | 3% | 8% | -3% | 4% | -4% | -7%
38 | CC1S/C(=C(\C#N)C(N)=O)N(c2ccc(F)cc2)C1=O (configuration not stated) | -2% | -1% | -4% | -4% | -5% | -1% | 5% | 7%
39 | CCOc1ccccc1C1NC(=O)NC(C)=C1C(=O)OCc1ccco1 (configuration not stated) | 4%[10 µM] | -4% | -18% | -1% | -1% | -12% | -1% | -11%
40 | Cc1ccc(CN2CCSc3ccc(C(=O)N4CCN(c5ccccc5)CC4)cc32)cc1 | · | · | -15% | -3% | · | -27% | -1% | 4%
41 | COc1ccccc1-c1nc2s/c(=C\c3cccs3)c(=O)n2n1 | -19% | · | ? | 6% | -6% | -1% | -11% | 14%
42 | COc1ccccc1NC(=O)C1=C(C)Nc2nc3ccccc3n2C1c1cccc(Br)c1 (configuration not stated) | · | · | 3% | -7% | · | ? | -2% | 1%
43 | Cc1nc2ccccc2c(=O)n1NC(=O)c1cc(Br)ccc1Cl | -3%[10 µM] | · | · | 6% | i | 11% | -3% | -1%
44 | COCCn1c(SCC(=O)N2CC(=O)Nc3ccccc32)nnc1-c1ccoc1C | -11%[10 µM] | -6% | -6% | -1% | 0% | 3% | -3% | -8%
45 | CC1(C)CC(=O)C(C=Nc2cccc(/N=C/C3=C(O)CC(C)(C)CC3=O)n2)=C(O)C1 | 4% | · | -7% | -10% | -5% | -10% | 0% | 10%
46 | CN(C)CCNC(=O)c1ccc2nc(Cc3ccccc3)oc2c1 | · | · | 5% | -2% | · | -1% | -23% | 1%
47 | CSc1nc(-c2ccccc2)c(-c2ccccc2)[nH]1 | -67%[inhibitor] | 40%[activator] | 13% | 2% | -1% | -19% | -5% | -10%
48 | Cc1ccc(COc2ccsc2-c2n[nH]c(=S)n2C)cc1 | -2% | 0% | -6% | -7% | i | -6% | 0% | -13%
49 | COc1ccc(C(=O)Nc2ccc3nc(N4CCCCC4)cc(C)c3c2)c(OC)c1 | 4%[10 µM] | 4% | ? | 7%&7% | -6% | ? | 1%&-4% | 11%&-3%
50 | COCCCNC(=O)c1cn(CCOC)c(=O)c2c1c1ccccc1n2C | · | · | -6% | -9% | · | -11% | 6% | 1%
51 | CN1CCN(C2CC(=O)N(c3ccc4c(c3)OCCO4)C2=O)CC1 (configuration not stated) | 5% | · | -7% | 12% | -3% | -8% | -2% | 0%
52 | Cc1cccc(N2CC(c3nc4ccc(C)cc4[nH]3)CC2=O)c1 (configuration not stated) | · | · | -3% | 4% | · | -7% | -3% | 2%
53 | Cc1cc(N/N=C/c2ccc(N(C)C)cc2)nc(NCc2ccccc2)n1 | -13%[10 µM] | ? | 4µM* | 4% | -3% | 7.9µM*[quencher] | -5% | 2%
54 | CN(C(=O)CSc1nnc(-c2ccncc2)n1C)C1CCS(=O)(=O)C1 (configuration not stated) | 15% | · | -5% | -1% | -3% | -7% | -1% | 8%
55 | CCc1ccc(CN(C(=O)c2cc3ccccc3oc2=O)C2CCS(=O)(=O)C2)cc1 (configuration not stated) | 19% | 4% | -11%&-1% | -6%&-9% | -5% | -12%&-11% | ? | -8%&3%
56 | CCCCn1c(SCC(=O)/C(C#N)=C(\C)N)nc2ccccc2c1=O | · | -16% | -10% | 9% | 0% | ? | -2% | -5%
57 | Cc1cccc2c(C(=O)O)c3c(nc12)CCCCC3 | -4% | · | -9% | -1% | -2% | -9% | -1% | 7%

Whole records, quoted from the list. Order of screens: HTT ATP protect | L3MBTL1 inh | Tau ThT inhib | Tau FP inhib | RECQ1 inh | Tau fluor cs | TexasRed fluor | TRb SRC2 PPI
`COCCCNC(=O)c1cn(CCOC)c(=O)c2c1c1ccccc1n2C` across the screens: · | · | -6% | -9% | · | -11% | 6% | 1%
`CN(C(=O)CSc1nnc(-c2ccncc2)n1C)C1CCS(=O)(=O)C1` (configuration not stated) across the screens: 15% | · | -5% | -1% | -3% | -7% | -1% | 8%
